SRC1 TRFRET art: counter-screen for PPARgamma SRC-1 recruitment agonists: TR-FRET artefact; TR-FRET detection artefact counter-screen, emission ratio; hits give high values; TR-FRET ratio at 8 µM; actives 0.34% (n = 99,000); AID 1051; in the data active = TR-FRET ratio above about 2300; note: inactives centre near 1800; reference of the scale not given here
SRC3 TRFRET art: TR-FRET artefact, counter-screen to PPARgamma/SRC-3 agonist assay. actives 0.39% (n = 99,000). PPARgamma/SRC-3 format; hits give high values. TR-FRET ratio at 8 µM; in the data active = TR-FRET ratio above about 2000; note: inactives centre near 1600; reference of the scale not given here
Starred values were filed as active, the others as inactive.

SMILES	SRC1 TRFRET art	SRC3 TRFRET art
O=C1CN(C(=O)COC(=O)/C=C/c2ccc(S(=O)(=O)N3CCOCC3)cc2)c2ccccc2N1	1710	1421
CCc1ccc(OCC(=O)NN2Cc3ccccc3C2=N)cc1	1776	1684
O=C1c2ccccc2C(=O)N1CCc1c[nH]c2ccc(O)cc12	1564	1495
CCOC(=O)C1CCCN(CC(O)COCc2ccc3c(c2)OCO3)C1 (stereo not drawn)	1744	1597
CCOCc1nnc(NC(=O)c2ccc(NC(C)=O)cc2)s1	1704	1467
N#CCSc1ncnc2ccccc12	2016	1706
CCN(Cc1ccccc1)c1ccc(/C=N/NC(=O)c2cccc(S(=O)(=O)N3CCOCC3)c2)cc1	1976	1870
CN(CCOC(=O)c1ccccc1)Cc1ccccc1	1741	1583
CCOc1ccc(CC(=O)NCC2(N3CCCCC3)CCCCC2)cc1	1929	1630
COc1ccc(-n2nc(C(=O)Nc3nc4ccc(OC)cc4s3)c3ccccc3c2=O)c(OC)c1	1832	1594
CC(NC(=O)c1ccc2c(c1)OCCO2)c1ccc(S(N)(=O)=O)cc1 (stereo not drawn)	1612	1574
CC(=O)COC(=O)c1cccc(N2C(=O)C3C4C=CC(C4)C3C2=O)c1 (stereo not drawn)	1705	1649

The list goes on; it opens with the 2 that closed the last part.
SMILES	SRC1 TRFRET art	SRC3 TRFRET art
CC(NC(=O)c1ccc2c(c1)OCCO2)c1ccc(S(N)(=O)=O)cc1 (stereo not drawn)	1612	1574
CC(=O)COC(=O)c1cccc(N2C(=O)C3C4C=CC(C4)C3C2=O)c1 (stereo not drawn)	1705	1649
COc1ccc(O)c(C2NC(CC(C)C)(C(=O)O)C3C(=O)N(Cc4ccccc4)C(=O)C23)c1 (stereo not drawn)	1839	1511
O=C(Cn1nnc(-c2cccs2)n1)NCc1ccccc1	1817	1710
CCN(CC)S(=O)(=O)c1ccc(C(=O)Nc2nnc(-c3ccco3)o2)cc1	1601	1704
O=C(N/N=C/c1ccc(N2CCCC2)c([N+](=O)[O-])c1)c1cccnc1	1882	1455
Cc1ccc(NC(=O)C2C3C=CC4(CN(Cc5cccnc5)C(=O)C24)O3)cc1F (stereo not drawn)	1800	1516
Cc1ccc(OCC(O)Cn2c(N)nc3c2c(=O)n(C)c(=O)n3C)cc1 (stereo not drawn)	1752	1562
Cc1ccc(Nc2ncnc3ccccc23)cc1	1716	1641
NNC(=O)Cn1cnc2ccccc21	1807	1434
Cc1ccc(CNS(=O)(=O)c2ccc3c(c2)CCN3C(=O)CCCC(=O)O)cc1	1753	1681
Cc1ccccc1OCCOC(=O)c1nc2nccc(C)n2n1	1399	1335
COC(=O)C1C(=O)C=C(Nc2ccc(F)cc2F)CC1c1ccc(OC)cc1 (stereo not drawn)	1867	1567
Cc1nc(N2CCOCC2)c2c(C)c(C(=O)Nc3ccccc3C(F)(F)F)sc2n1	1990	1699
CCOC(=O)Cn1c(=NC(=O)c2cccs2)sc2cc(C(=O)OC)ccc21	1985	1766
CCN(CC)c1ccc(/C=C2/SC(=O)N(C(C)C)C2=O)o1	1737	1428
COc1ccc(-n2c(C)cc(/C=N/Nc3nc(N4CCOCC4)nc(N4CCOCC4)n3)c2C)cc1	2068	1623
Fc1ccc(N2CCN(c3nnnn3-c3ccccc3)CC2)cc1	2030	1594
CC(=O)Nc1cccc(-c2nc3ccccc3[nH]2)c1	1953	1395
Cc1ccc(OCCOCCN2CCN(C)CC2)c([N+](=O)[O-])c1	1738	1644
O=C(O)c1cc([N+](=O)[O-])ccc1N1CCCCC1	1852	1566
CN(C)CCC(=O)c1cccc(Br)c1	1824	1464
O=C(/C=C/c1cccc(Cl)c1)NCCc1ccccc1	2008	1594
CCCOCC(O)CCc1n[nH]c(=S)n1-c1ccccc1 (stereo not drawn)	1721	1468
COc1ccccc1NC(=S)N1CCN(c2nc(-c3ccccc3)cs2)CC1	1720	1679
CC1(C)CC(=O)C(C=N)=C(O)C1	1693	1494
Cc1cccc(-n2nc(C(=O)c3ccco3)cc(-c3nc4ccccc4[nH]3)c2=N)c1	1674	1482
Cc1ccc(N2CCN(c3ccc(NC(=O)CCC(=O)O)cc3)CC2)cc1	2032	1387
COc1ccc(S(=O)(=O)Nc2nc3ccccc3nc2NCc2ccc3c(c2)OCO3)cc1	1890	1444
CCOc1cc(/C=N\NC(N)=O)cc(Br)c1OC(C)C	1925	1727
CC1=C(Cl)C2=NS(=O)(=O)CCN2C=C1Cl	1723	1519
OCCNc1nc(Nc2ccc(Br)cc2)nc2ccccc12	1930	1725
CC(=O)NC(=S)Nc1sc2c(c1C#N)CCCCC2	1536	1632
O=C(COC(=O)c1c(Cl)ccc(Cl)c1Cl)NC1CCS(=O)(=O)C1 (stereo not drawn)	1906	1527
O=C(/C=C/c1ccc(Cl)c(Cl)c1)NCc1ccco1	1967	1545
COc1ccc(C(=O)NCc2nnc(SCC(=O)N3CCOCC3)o2)cc1	2009	1625
O=Cc1cccc(Oc2ccc([N+](=O)[O-])cc2[N+](=O)[O-])c1	1702	1539
COc1ccc(Br)cc1CN(C)CC(=O)Nc1c(Cl)cccc1Cl	1881	1673

Retrieved one by one from the list above, 4 records:
SMILES	SRC1 TRFRET art	SRC3 TRFRET art
CC1=C(Cl)C2=NS(=O)(=O)CCN2C=C1Cl	1723	1519
Cc1cccc(-n2nc(C(=O)c3ccco3)cc(-c3nc4ccccc4[nH]3)c2=N)c1	1674	1482
O=Cc1cccc(Oc2ccc([N+](=O)[O-])cc2[N+](=O)[O-])c1	1702	1539
O=C(/C=C/c1ccc(Cl)c(Cl)c1)NCc1ccco1	1967	1545

Continued.
SMILES	SRC1 TRFRET art	SRC3 TRFRET art
Nc1nc(CSC(=S)N2CCN(c3ccccc3)CC2)nc(Nc2ccc(F)cc2)n1	1598	1601
O=C(CCc1ccccn1)NC1CCCc2c1cnn2-c1ccc(F)cc1F (stereo not drawn)	1832	1526
CC(C)Cn1cc(Cl)c(=O)n(CC(C)C)c1=O	1955	1610
CS(=O)(=O)c1nsc2nc(=O)c(/C=C3\C=Nc4ccccc43)c(N)n12	1901	1774
S=C(NCCCN1CCOCC1)Nc1ccc(Nc2ccccc2)cc1	1970	1754
Cc1ccc(C)n1-c1ccc(N(C)C)cc1	1878	1619
CCC(C(=O)N1CCN(c2ccccc2OC)CC1)c1ccccc1 (stereo not drawn)	1787	1502
COc1ccc(N(CC(=O)N/N=C/c2cc3ccc(OC)cc3nc2Cl)S(=O)(=O)c2ccccc2)cc1	1656	1708
O=C(O)c1cccc(C(=O)c2cccc(C(=O)O)c2)c1	1733	1329
O=C(CC1C(=O)NCCN1CC1CCCCC1)NCc1ccc(F)cc1F (stereo not drawn)	1624	1510
CCCCCCn1c(O)c(/C=C2\C=NN=C2c2ccccc2)sc1=S	1728	1680
CN1CCN(C(=O)C2CCN(S(=O)(=O)c3cnc[nH]3)CC2)CC1	1465	1690
Cc1nccn1CCC(=O)Nc1ccc(Cl)cc1	2023	1814
CCc1ccccc1NC(=S)N1CCC(NC(=O)c2ccc(OC)cc2)CC1	1898	1791
Cc1nc2sc3c(c2c(=N)n1N)CCCC3	1347	1318
CNS(=O)(=O)c1ccc(NS(=O)(=O)c2ccccc2F)cc1	1914	1813
Cc1c(Br)c([N+](=O)[O-])nn1CC(=O)N(C)Cc1ccccc1	1555	1427
Cc1cccc(/C=N/NC(=O)Cn2nccc2C)n1	1734	1603
FC(F)(F)c1nnc2n1N=C(c1cccs1)CS2	1871	1638
CCC1CCCCN1C(=S)Nc1ccc(OC(F)F)cc1 (stereo not drawn)	1756	1557
c1ccc(N2CCN(c3nnnn3-c3ccccc3)CC2)cc1	1754	1391
CCCC(=NCCc1c(C)[nH]c2ccccc12)C1=C(O)CC(c2ccccc2)CC1=O (stereo not drawn)	1865	1604
O=C(O)CC/C(=N\NC(=O)CNC(=O)c1cccc(Cl)c1)c1ccccc1	1518	1409
O=C(CSc1ccccn1)Nc1cccc([N+](=O)[O-])c1	2084	1544
O=C(NCCN1C(=O)S/C(=C/c2ccccc2)C1=O)C1CCCN1C(=O)c1cccs1 (stereo not drawn)	2048	1663
CCCC(=O)Nc1cc(C)c(NC(=O)c2cccs2)cn1	2049	1663
O=Nc1onc(-c2ccc([N+](=O)[O-])cc2)c1NO	1767	1608
Cc1nn(Cc2c(Cl)cccc2Cl)c(C)c1NC(=O)CCCn1nc([N+](=O)[O-])c(Cl)c1C	2033	1408
CCN(Cc1ccncc1)Cc1nc(Cc2ccccc2Cl)no1	1791	1640
COc1cc(/C=C2\N=C(c3ccccc3)OC2=O)ccc1OCc1c(C)no[n+]1[O-]	1800	1454
O=C(NC(=S)NCc1ccncc1)c1ccccc1	1707	1359
CCn1c(C)nc2cc(OC)ccc21	1789	1621
Cc1c(NC(=O)C(C)OC(=O)COc2ccccc2)c(=O)n(-c2ccccc2)n1C (stereo not drawn)	1998	1670
Cc1cc(=O)oc2cc(OCC(=O)OCC(=O)Nc3ccccc3C(C)C)ccc12	1641	1403
Cc1ccccc1N1C(=O)CC2(CCCC2)CC1=O	1973	1622
Nc1cccnc1Sc1ccc([N+](=O)[O-])cn1	1945	1817
Cc1cc2cc(C)c(SCC(=O)NCc3ccco3)nc2cc1C	1875	1579
O=Cc1cc2ccccc2nc1SCCCF	2011	1613
OCCCNc1ncnc2sc(-c3ccccc3)cc12	1865	1834
COc1cc(C(=O)Nc2cccc(-c3cn4cccnc4n3)c2)cc(OC)c1OC	1686	1439
CSCC[C@H](NC(=O)c1cccc([N+](=O)[O-])c1C)c1nc2ccccc2[nH]1	1791	1720
COc1ccc(CN2CCCC(C(=O)c3cccc(OC(C)C)c3)C2)cc1Cn1cccn1 (stereo not drawn)	1659	1770
CCCNC(=O)COc1ccc2c(=O)c(Oc3ccccc3F)coc2c1	1762	1499
Cc1ccc(S(=O)(=O)c2cc3c(=O)n4ccccc4nc3n(CC3CCCO3)c2=N)cc1C (stereo not drawn)	1716	1384
O=C(O)C1C2CCC(O2)C1C(=O)NCc1ccc(Cl)cc1 (stereo not drawn)	1837	1598
COc1ccccc1CNC(=O)c1cnc2ccccn2c1=O	1758	1481
COc1ccc(Cc2c(N)nc(C)nc2N)cc1	1878	1657
CCOc1ccc(/C(CCC(=O)O)=N/NC(=S)NC(C)C)cc1	1694	1778

Arranged by length of the SMILES (smallest number first): part of the list above.
SMILES	SRC1 TRFRET art	SRC3 TRFRET art
OCCCNc1ncnc2sc(-c3ccccc3)cc12	1865	1834
COc1ccccc1CNC(=O)c1cnc2ccccn2c1=O	1758	1481
O=C(O)C1C2CCC(O2)C1C(=O)NCc1ccc(Cl)cc1 (stereo not drawn)	1837	1598
COc1cc(C(=O)Nc2cccc(-c3cn4cccnc4n3)c2)cc(OC)c1OC	1686	1439
COc1ccc(CN2CCCC(C(=O)c3cccc(OC(C)C)c3)C2)cc1Cn1cccn1 (stereo not drawn)	1659	1770
Cc1ccc(S(=O)(=O)c2cc3c(=O)n4ccccc4nc3n(CC3CCCO3)c2=N)cc1C (stereo not drawn)	1716	1384

Going on with the list:
SMILES	SRC1 TRFRET art	SRC3 TRFRET art
Cc1ccc(O)c(NC(=O)c2noc(C(C)C)c2[N+](=O)[O-])c1	1877	1389
COc1cc(C2c3[nH]c4ccccc4c3CCN2Cc2cn(C)nc2C)ccc1F (stereo not drawn)	1893	1564
O=C(Cn1c(CO)nc2ccccc21)Nc1ccccc1Cl	1627	1363
O=C1CC(c2cccc(Br)c2)C2=C(COC2=O)N1 (stereo not drawn)	1684	1496
CN1/C(=C\C=C2/SC(=S)N(CC(=O)O)C2=O)C(C)(C)c2ccccc21	1540	1356
C/C(=N\NC(=S)NC1CCCCC1)c1ccc(C#N)cc1	1596	1841
O=C(NC(=O)N1CCOCC1)c1ccccc1	1699	1596
CCOc1ccc2nc(/N=C/c3nc(-c4ccc(Br)cc4)oc3O)sc2c1	1723	1701
Cc1cccc(C)c1-n1cccc1/C=C1\SC(=S)N(c2cccc(C(=O)O)c2)C1=O	1729	1545
COc1ccccc1Nc1nnc(SCC(=O)NC(=O)Nc2ccc3c(c2)OCCO3)s1	2135	1638
N#C/C(=C/c1ccccc1[N+](=O)[O-])c1nnc2n1CCCCC2	1900	1244
O=[N+]([O-])C(/C=C(\Cl)[N+](=O)[O-])=C(N1CCCCC1)N1CCCCC1	1781	1702
CN(C)S(=O)(=O)c1cccc(NC(=O)CSc2nncn2-c2ccccc2)c1	1876	1407
Cc1ccc(SCC(=O)NCc2ccc(F)cc2)cc1	1615	1474
CCc1cc2c(=O)n(Cc3ccccc3)c(SC3CCOC3=O)nc2s1 (stereo not drawn)	1825	1666
Cc1ccccc1NC(=O)CN1C(=O)N/C(=C\c2ccc(N3CCOCC3)c(F)c2)C1=O	1690	1612
COC(=O)c1ccc(-c2ccc(CNCC(O)c3ccccc3)o2)cc1 (stereo not drawn)	1452	1618
COc1ccc(N2CCC(CNC(=S)Nc3cccc(OC)c3)C2)cc1 (stereo not drawn)	2159	1718
CCn1c(NC(=O)c2nn(C)cc2Br)nc2ccccc21	2098	1748
O=C(Cc1ccccc1)Nc1cc([N+](=O)[O-])ccc1N1CCOCC1	1618	1600
Cc1nnc(SCc2cc(=O)[nH]c(=S)[nH]2)s1	1855	1742
COc1cccc(C2=NN(C(=O)c3ccc(C)o3)C(O)(C(F)(F)F)C2)c1 (stereo not drawn)	1544	1623
COc1ccc(-c2cc(C(=O)OCC(=O)NC(C)(C)C)c3ccccc3n2)cc1	1576	1662
O=C(CC1(O)C(=O)Nc2cc(Cl)cc(Cl)c21)c1ccccc1O (stereo not drawn)	1750	1768
CCOC(=O)/C=C1\SCC(=O)N1CC(=O)NC(c1ccccc1)c1ccccc1	1909	1626
COc1ccc(C(=O)c2coc(-c3ccccc3C(=O)O)c2C(=O)O)cc1	1782	1525
Cn1c(CC(=O)Nc2ccc(Cl)c(Cl)c2)n[nH]c1=S	1925	1594

Screens deposited in PubChem BioAssay by The Scripps Research Institute Molecular Screening Center.

Not all compounds are listed; rates above refer to the full screens.
